High-throughput results (PubChem BioAssay)
mut p53 react – mutant p53 pathway reactivation. SW480 PUMA-promoter luciferase. activation, % at 9.98 µM. actives 1.5% (n = 28,000). AID 624151; in the data active = activation above about 52%
STK33 kin inh – human STK33 kinase inhibition; Q9BYT3; ADP-Glo luminescence, MBP substrate; inhibition, % at 12.5 µM; actives 0.44% (n = 27,000); AID 2322; in the data active = inhibition above about 20%
Target sequence (Q9BYT3 whole entry, looked up): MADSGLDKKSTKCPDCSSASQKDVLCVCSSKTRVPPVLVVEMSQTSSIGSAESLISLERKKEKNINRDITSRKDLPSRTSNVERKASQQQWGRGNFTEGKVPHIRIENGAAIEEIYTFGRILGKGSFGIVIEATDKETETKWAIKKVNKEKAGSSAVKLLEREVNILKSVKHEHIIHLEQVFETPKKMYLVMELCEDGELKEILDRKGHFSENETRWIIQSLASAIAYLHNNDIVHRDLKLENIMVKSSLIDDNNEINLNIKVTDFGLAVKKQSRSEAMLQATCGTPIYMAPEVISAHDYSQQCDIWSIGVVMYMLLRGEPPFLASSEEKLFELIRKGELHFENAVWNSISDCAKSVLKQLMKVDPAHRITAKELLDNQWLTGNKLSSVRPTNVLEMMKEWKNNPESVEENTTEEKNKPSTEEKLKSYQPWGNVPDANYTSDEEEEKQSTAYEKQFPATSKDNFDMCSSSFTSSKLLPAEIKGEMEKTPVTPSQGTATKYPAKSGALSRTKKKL
* = called active by the depositor.

What do the screens show for `C[C@H]1CN([C@@H](C)CO)C(=O)Cc2cc(NS(C)(=O)=O)ccc2O[C@H]1CN(C)S(=O)(=O)c1cccs1`?
mut p53 react: 8; STK33 kin inh: -3

How did C[C@H]1CN([C@@H](C)CO)C(=O)c2cc(NC(=O)C3CC3)ccc2O[C@H]1CN(C)S(=O)(=O)c1ccc(Cl)cc1 do in these assays?
STK33 kin inh: 1

Results for C[C@H]1CN([C@@H](C)CO)C(=O)CCCn2nncc2CO[C@@H]1CN(C)S(=O)(=O)c1cn(C)cn1 ?
STK33 kin inh: 0

What do the screens show for `O=C1O[C@H](c2ccccc2)[C@H](c2ccccc2)N2[C@H]1[C@@H](C(=O)N1CCN(c3ncccn3)CC1)[C@]1(C(=O)Nc3ccc(C#CCCO)cc31)[C@H]2c1ccc(OCCO)cc1`?
STK33 kin inh: 17

How did COc1cccc(N2C(=O)CC(SCC(=O)Nc3ccc4ccccc4c3)C2=O)c1 (stereo not drawn) do in these assays?
STK33 kin inh: 2

How did Cc1noc(C)c1S(=O)(=O)N(C)C[C@@H]1Oc2c(cccc2N(C)C)C(=O)N([C@H](C)CO)C[C@H]1C do in these assays?
mut p53 react: -6

What do the screens show for `COc1ccc(S(=O)(=O)Nc2ccc3c(c2)C(=O)N([C@@H](C)CO)C[C@@H](C)[C@@H](CN(C)S(=O)(=O)c2cn(C)cn2)O3)cc1`?
STK33 kin inh: 3

What do the screens show for `O=C(CSC1CC(=O)N(c2ccccc2)C1=O)Nc1cccc(Cl)c1` (stereo not drawn)?
mut p53 react: 1; STK33 kin inh: 0

How did O=C(CSc1nnc(-c2cccnc2)n1C1CCCCC1)Nc1ccc(Cl)cc1 do in these assays?
mut p53 react: -8; STK33 kin inh: -7

How did C[C@@H]1CN([C@H](C)CO)C(=O)CCCn2nncc2CO[C@@H]1CN(C)Cc1ccc(C(F)(F)F)cc1 do in these assays?
mut p53 react: -2; STK33 kin inh: 1

Results for O=C(C[C@H]1C[C@H]2c3cc(NC(=O)NC4CCCC4)ccc3O[C@H]2[C@H](CO)O1)NCc1ccc(Cl)cc1 ?
mut p53 react: 8

What do the screens show for `C[C@H]1CN([C@@H](C)CO)C(=O)c2cc(NC(=O)C3CCCCC3)ccc2O[C@@H]1CN(C)CC1CCCCC1`?
STK33 kin inh: 1

What do the screens show for `C[C@H]1CN([C@@H](C)CO)C(=O)c2cccc(NC(=O)NC3CCCCC3)c2O[C@@H]1CN(C)Cc1ccc2c(c1)OCO2`?
mut p53 react: 3

How did O=c1cc(-c2ccccc2)oc2c(O)c(O)ccc12 do in these assays?
STK33 kin inh: 14

How did C[C@@H]1CN([C@H](C)CO)C(=O)Cc2cc(NC(=O)Nc3ccccc3)ccc2O[C@@H]1CN(C)S(=O)(=O)c1ccc(F)cc1 do in these assays?
STK33 kin inh: -1

Reprinted from the part before: six entries; new compounds follow.
How did C[C@@H]1CN([C@H](C)CO)C(=O)CCCn2nncc2CO[C@@H]1CN(C)Cc1ccc(C(F)(F)F)cc1 do in these assays?
mut p53 react: -2; STK33 kin inh: 1

Results for O=C(C[C@H]1C[C@H]2c3cc(NC(=O)NC4CCCC4)ccc3O[C@H]2[C@H](CO)O1)NCc1ccc(Cl)cc1 ?
mut p53 react: 8

What do the screens show for `C[C@H]1CN([C@@H](C)CO)C(=O)c2cc(NC(=O)C3CCCCC3)ccc2O[C@@H]1CN(C)CC1CCCCC1`?
STK33 kin inh: 1

What do the screens show for `C[C@H]1CN([C@@H](C)CO)C(=O)c2cccc(NC(=O)NC3CCCCC3)c2O[C@@H]1CN(C)Cc1ccc2c(c1)OCO2`?
mut p53 react: 3

How did O=c1cc(-c2ccccc2)oc2c(O)c(O)ccc12 do in these assays?
STK33 kin inh: 14

How did C[C@@H]1CN([C@H](C)CO)C(=O)Cc2cc(NC(=O)Nc3ccccc3)ccc2O[C@@H]1CN(C)S(=O)(=O)c1ccc(F)cc1 do in these assays?
STK33 kin inh: -1

Results for C[C@H]1CCCCO[C@H](CN(C)C(=O)CCC(F)(F)F)[C@@H](C)CN([C@@H](C)CO)C(=O)c2cc(N(C)C)ccc2O1 ?
mut p53 react: -2

What do the screens show for `COc1ccccc1CNC(=O)C[C@H]1C[C@@H]2c3cc(NC(=O)Nc4ccc(C(F)(F)F)cc4)ccc3O[C@@H]2[C@@H](CO)O1`?
mut p53 react: -18

What do the screens show for `COc1ccccc1NC(=O)CCC(=O)c1ccc(C)cc1`?
mut p53 react: 7; STK33 kin inh: 0

Results for COc1cc2c(cc1-c1coc3cc(O[C@@H]4O[C@H](CO)[C@@H](O)[C@H](O)[C@H]4O)ccc3c1=O)OCO2 ?
mut p53 react: 14; STK33 kin inh: -1

What do the screens show for `CN(Cc1ccccc1)C(=O)C(Cc1ccc2ccccc2c1)NC(=O)C1CCCN1C(=O)Nc1ccccc1[N+](=O)[O-]` (stereo not drawn)?
mut p53 react: -1

Results for O=c1c(F)cn(CC2CC(c3ccccc3)=NO2)c(=O)n1CC1CC(c2ccccc2)=NO1 (stereo not drawn) ?
mut p53 react: 36

What do the screens show for `C[C@H](CO)N1C[C@H](C)[C@@H](CN(C)C(=O)Nc2ccc(C(F)(F)F)cc2)Oc2ccc(NC(=O)Nc3cccc4ccccc34)cc2C1=O`?
STK33 kin inh: 3

How did C[C@@H]1CN([C@@H](C)CO)C(=O)c2cc(NC(=O)CCCN(C)C)ccc2O[C@@H](C)CCCCO[C@@H]1CN(C)C do in these assays?
mut p53 react: 12

Results for C[C@H](CO)N1C[C@H](C)[C@@H](CN(C)C(=O)C2CCOCC2)Oc2ncc(-c3cccc(C#N)c3)cc2C1=O ?
mut p53 react: 4

Results for CN1CCN(C(=O)C[C@H]2C[C@@H]3c4cc(NS(C)(=O)=O)ccc4O[C@@H]3[C@@H](CO)O2)CC1 ?
mut p53 react: 18

Results for C[C@@H]1CN([C@H](C)CO)C(=O)c2cc(C#Cc3ccccc3F)cnc2O[C@H]1CN(C)S(=O)(=O)c1ccccc1 ?
mut p53 react: -9

What do the screens show for `Cc1noc(C)c1S(=O)(=O)Nc1cccc2c1O[C@@H](CN(C)C(=O)Nc1ccc(F)cc1)[C@@H](C)CN([C@@H](C)CO)C2=O`?
mut p53 react: -5

Results for COc1ccc(CN(C)C[C@@H]2Oc3ccc(NS(=O)(=O)c4cn(C)cn4)cc3C(=O)N([C@H](C)CO)C[C@H]2C)cc1 ?
STK33 kin inh: 1

Results for C[C@H]1CN([C@@H](C)CO)C(=O)Cc2cc(NC(=O)CCN3CCOCC3)ccc2O[C@@H]1CN(C)C(=O)Nc1cccc2ccccc12 ?
mut p53 react: -14; STK33 kin inh: 0

How did Cc1ccc(S(=O)(=O)N(C)C[C@@H]2Oc3ccc(NC(=O)Cc4ccccc4)cc3CC(=O)N([C@H](C)CO)C[C@H]2C)cc1 do in these assays?
STK33 kin inh: -1

Results for CNC[C@H]1Oc2ccc(NC(=O)NC(C)C)cc2CC(=O)N([C@H](C)CO)C[C@@H]1C ?
mut p53 react: 10

How did C[C@H](CO)N1C[C@H](C)[C@@H](CN(C)C(=O)Nc2ccccc2)Oc2ccc(NC(=O)CCC(F)(F)F)cc2C1=O do in these assays?
mut p53 react: -7

Results for C[C@H]1CN([C@@H](C)CO)C(=O)c2cc(NC(=O)Cc3cn(C)c4ccccc34)ccc2O[C@H]1CN(C)CC1CCCCC1 ?
STK33 kin inh: 0

Results for C[C@@H]1CN([C@H](C)CO)C(=O)c2cc(NS(=O)(=O)c3cn(C)cn3)ccc2O[C@H]1CN(C)C(=O)Nc1cccc2ccccc12 ?
mut p53 react: 8; STK33 kin inh: -1

How did COc1cccc(-n2nnnc2SCC(=O)Nc2ccccc2)c1 do in these assays?
mut p53 react: 13; STK33 kin inh: 3

What do the screens show for `Cc1ccc(-c2nnc(Nc3cccc(O)c3)c3ccccc23)cc1S(=O)(=O)N1CCOCC1`?
mut p53 react: -1; STK33 kin inh: 5

How did COc1cc(NC(=O)c2ccc(Cn3cc(Cl)cn3)o2)c(C(C)=O)cc1OC do in these assays?
mut p53 react: 13; STK33 kin inh: -2

What do the screens show for `CSc1ccc(C2CN3CCCC3c3ccccc32)cc1` (stereo not drawn)?
mut p53 react: 1

What do the screens show for `CC(C)NS(=O)(=O)c1ccc(NC(=O)C2CCCCC2C(=O)O)cc1` (stereo not drawn)?
mut p53 react: 3; STK33 kin inh: 1

What do the screens show for `C=C[C@H]1[C@H](O[C@@H]2O[C@H](CO)[C@@H](O)[C@H](O)[C@H]2O)OC=C2C(=O)OCC[C@]21O`?
mut p53 react: -1; STK33 kin inh: 1

How did C[C@@H]1CN([C@H](C)CO)C(=O)c2cccc(NC(=O)Nc3ccc4c(c3)OCO4)c2O[C@H]1CN(C)S(C)(=O)=O do in these assays?
STK33 kin inh: 0

Results for CCn1c(SCC(=O)Nc2cc(F)ccc2C)nnc1-c1ccccc1O ?
mut p53 react: -1; STK33 kin inh: 4

Results for C[C@@H]1CN([C@@H](C)CO)C(=O)c2cc(NS(=O)(=O)c3cccs3)ccc2O[C@H]1CN(C)C ?
mut p53 react: -4

How did C[C@@H]1CCCCO[C@@H](CN(C)S(C)(=O)=O)[C@H](C)CN([C@@H](C)CO)C(=O)c2cc(NS(=O)(=O)c3ccccc3)ccc2O1 do in these assays?
mut p53 react: -3

How did COc1ccccc1NC(=O)C(C)NS(=O)(=O)c1ccccc1 (stereo not drawn) do in these assays?
mut p53 react: -14; STK33 kin inh: 1

Results for C[C@@H]1CN([C@H](C)CO)C(=O)c2cccc(NS(=O)(=O)c3ccc(Cl)cc3)c2O[C@H]1CN(C)C(=O)Nc1ccc(F)cc1 ?
mut p53 react: -2

What do the screens show for `COc1ccc2c(c1)N(C(=O)CSc1n[nH]c(C)n1)C(C)(C)C=C2C`?
mut p53 react: -2; STK33 kin inh: 1

What do the screens show for `O=C(COc1ccc([N+](=O)[O-])cc1)Nc1ccc2oc(-c3cc(F)c(F)cc3Cl)nc2c1`?
mut p53 react: -81; STK33 kin inh: 0

What do the screens show for `COc1ccc([Si](C)(C)[C@@H]2[C@@H](CC(=O)N3Cc4ccccc4C[C@H]3CO)O[C@]3(C(=O)N(C)c4c(Br)cc(C)cc43)[C@H]2C)cc1`?
STK33 kin inh: -6

What do the screens show for `O=C(CNC(=O)c1ccc([N+](=O)[O-])cc1)Nc1cccc(C(F)(F)F)c1`?
mut p53 react: 8; STK33 kin inh: -4

How did CN(C)CCCO[C@H]1[C@@H](C(O)CO)OC2OC(C)(C)O[C@@H]21 (stereo partly drawn) do in these assays?
STK33 kin inh: 1

How did CN(C(=O)C(Cl)Cl)c1ccc(OC(=O)c2ccco2)cc1 do in these assays?
mut p53 react: 16; STK33 kin inh: 5

What do the screens show for `O=CNCCc1c[nH]c2ccccc12`?
mut p53 react: -10; STK33 kin inh: -1

Results for CC(C)NC(=O)Nc1cccc2c1O[C@H](CN(C)Cc1ccc(Oc3ccccc3)cc1)[C@@H](C)CN([C@@H](C)CO)C2=O ?
mut p53 react: -2

What do the screens show for `O=C1NC(=O)C(c2ccccc2)(c2ccccc2)N1`?
STK33 kin inh: -6

What do the screens show for `C[C@@H]1CCCCO[C@H](CN(C)Cc2ccc(Cl)c(Cl)c2)[C@H](C)CN([C@@H](C)CO)C(=O)c2cc(NC(=O)C3CCCCC3)ccc2O1`?
mut p53 react: -24

What do the screens show for `C[C@@H]1CN([C@@H](C)CO)C(=O)CCCn2nncc2CO[C@@H]1CN(C)Cc1ccc(-c2ccccc2)cc1`?
STK33 kin inh: 2

Results for Nc1nc(SCC(=O)c2ccc(-c3ccccc3)cc2)n[nH]1 ?
mut p53 react: 34; STK33 kin inh: -6

How did C[C@H](CO)N1C[C@H](C)[C@H](CN(C)C(=O)NC2CCCCC2)Oc2ccc(NC(=O)Nc3cccc4ccccc34)cc2CC1=O do in these assays?
mut p53 react: -3

What do the screens show for `Cc1ccc(S(=O)(=O)N(C)C[C@@H]2Oc3ccc(NC(=O)Nc4ccccc4)cc3C(=O)N([C@@H](C)CO)C[C@@H]2C)cc1`?
STK33 kin inh: 2

What do the screens show for `C[C@@H]1CN([C@@H](C)CO)C(=O)c2cccc(NS(=O)(=O)c3cccs3)c2O[C@@H]1CN(C)C(=O)Nc1cccc2ccccc12`?
mut p53 react: -9

What do the screens show for `Cc1ccc(S(=O)(=O)Nc2ccc3c(c2)C(=O)N([C@@H](C)CO)C[C@H](C)[C@H](CN(C)S(=O)(=O)c2ccc(F)cc2)O3)cc1`?
STK33 kin inh: 2

Results for Cc1noc(C)c1NC(=O)Nc1ccc2c(c1)CC(=O)N([C@@H](C)CO)C[C@@H](C)[C@@H](CN(C)C(=O)NC(C)C)O2 ?
mut p53 react: 11; STK33 kin inh: 0

What do the screens show for `Cc1ccc(S(=O)(=O)Nc2ccc3c(c2)CC(=O)N([C@@H](C)CO)C[C@H](C)[C@H](CN(C)C(=O)Nc2ccccc2)O3)cc1`?
STK33 kin inh: 1

How did Cc1noc(C)c1S(=O)(=O)N(C)C[C@H]1Oc2c(cccc2N(C)C)C(=O)N([C@@H](C)CO)C[C@@H]1C do in these assays?
mut p53 react: -1

What do the screens show for `C[C@@H]1CN([C@H](C)CO)C(=O)c2cc(NC(=O)CCC(F)(F)F)ccc2O[C@@H](C)CCCCO[C@H]1CN(C)C(=O)CCC(F)(F)F`?
mut p53 react: 2

A portion of the library (hit frequency here may not be typical).
